BAP1 block – inhibitors of human BAP1 deubiquitinase | AID 436 | activity remaining (% of control), % at 20 µM | recombinant BAP1, Ub-AMC hydrolysis fluorescence kinetic; hits give low values | 72,000 tested, 0.48% active;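 active = activity remaining at or below 50% of control, provided the compound also passes the data quality filters; inactive = the rest, including low values that fail the filters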;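 also: 100% = DMSO wells rate and 0% = substrate alone blank rate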
Target sequence (Q92560 whole entry, looked up): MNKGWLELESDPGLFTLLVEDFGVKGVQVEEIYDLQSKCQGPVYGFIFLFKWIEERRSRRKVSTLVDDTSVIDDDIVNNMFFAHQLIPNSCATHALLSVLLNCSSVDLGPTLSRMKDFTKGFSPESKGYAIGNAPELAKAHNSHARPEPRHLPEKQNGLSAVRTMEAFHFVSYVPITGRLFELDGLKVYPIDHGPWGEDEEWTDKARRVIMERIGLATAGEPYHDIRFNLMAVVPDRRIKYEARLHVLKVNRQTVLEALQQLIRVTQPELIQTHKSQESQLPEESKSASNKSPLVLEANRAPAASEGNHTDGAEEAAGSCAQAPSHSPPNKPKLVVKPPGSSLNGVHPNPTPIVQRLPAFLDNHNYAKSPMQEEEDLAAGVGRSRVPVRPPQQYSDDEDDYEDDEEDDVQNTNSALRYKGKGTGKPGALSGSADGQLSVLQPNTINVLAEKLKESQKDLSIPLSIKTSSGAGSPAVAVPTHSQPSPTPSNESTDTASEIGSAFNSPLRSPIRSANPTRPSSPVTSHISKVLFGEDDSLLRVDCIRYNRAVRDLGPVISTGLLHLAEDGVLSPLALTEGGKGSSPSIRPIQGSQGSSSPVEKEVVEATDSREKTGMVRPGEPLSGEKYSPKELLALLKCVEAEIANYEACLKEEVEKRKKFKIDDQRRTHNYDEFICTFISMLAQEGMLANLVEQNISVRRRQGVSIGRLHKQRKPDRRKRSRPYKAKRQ
HePTP inhibitor – blocks human HePTP tyrosine phosphatase; inhibition, % at 20 µM; recombinant HePTP phosphatase activity, OD absorbance; AID 521; 110,000 tested, 0.64% active; in the data active = inhibition above about 50%;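 also: plate controls were vehicle for no effect and reference inhibitor for full effect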
Active calls of the source: *; x = not tested or not shown; & = joins results of further samples.

SMILES	BAP1 block	HePTP inhibitor
c1ccc(CNC2=NCCCCC2)cc1	76	6
Cc1cc(C)nc(Nc2n[nH]c(-c3ccccc3Br)n2)n1	94	6
CCOC(=O)N1CCC(NC(=O)CSCc2cnn(-c3ccccc3)c2-n2cccc2)CC1	91	-1
COc1ccc(N2CCN(C(=O)Cc3ccc(-n4c(=O)[nH]c5ccccc5c4=O)cc3)CC2)cc1	96	5
Cc1ccc(N2C(=O)CC(N3CCN(Cc4ccccc4)CC3)C2=O)cc1 (stereo unspecified)	x	10
Cc1ccc(NC(=O)CCn2cnc3ccccc3c2=O)cc1Cl	72	22
CCOc1ccccc1N1CCN(CC(O)COc2ccc3c(C)cc(=O)oc3c2)CC1 (stereo unspecified)	x	-2
CN(c1cccc(NC(=O)CN2C(=O)c3ccccc3S2(=O)=O)c1)S(C)(=O)=O	103	x
CCOC(=O)CSc1nnc(CNC(=O)c2ccc(OC)cc2OC)n1-c1ccc(OC)cc1	104	8
O=C(Nc1ncccc1Cl)c1cccc(F)c1	95	6
Nc1nnc(SCc2ccccc2F)n1-c1ccccc1	52	9
CC(CC(=O)c1cccs1)CC(=O)c1cccs1	93	7&-9
CCc1ccc(S(=O)(=O)N2CCN(C)CC2)cc1	x	-24
O=C1CSC(=S)N1N1C(=O)c2ccccc2C1=O	x	-3
COC(=O)c1[nH]c2ccccc2c1NC(=O)CN1CCCc2ccccc21	85	-6

An excerpt from above in order of number of heavy atoms, smallest number first:
SMILES	BAP1 block	HePTP inhibitor
O=C(Nc1ncccc1Cl)c1cccc(F)c1	95	6
O=C1CSC(=S)N1N1C(=O)c2ccccc2C1=O	x	-3
Cc1cc(C)nc(Nc2n[nH]c(-c3ccccc3Br)n2)n1	94	6
Cc1ccc(NC(=O)CCn2cnc3ccccc3c2=O)cc1Cl	72	22
COC(=O)c1[nH]c2ccccc2c1NC(=O)CN1CCCc2ccccc21	85	-6
CCOC(=O)CSc1nnc(CNC(=O)c2ccc(OC)cc2OC)n1-c1ccc(OC)cc1	104	8
COc1ccc(N2CCN(C(=O)Cc3ccc(-n4c(=O)[nH]c5ccccc5c4=O)cc3)CC2)cc1	96	5

More compounds
SMILES	BAP1 block	HePTP inhibitor
CCC1CCCCN1Cc1ccc(CNS(=O)(=O)c2ccc3c(c2)oc(=O)n3C)o1 (stereo unspecified)	113	4
Cc1nc2sc(C(c3ccccc3)N3CCN(c4ccccc4F)CC3)c(O)n2n1 (stereo unspecified)	102	1
Cc1ccc2oc(=O)c3cnn(CC(=O)NC4CCN(Cc5ccccc5)CC4)c3c2c1	98	3
Cc1nn(Cc2ccc(Cl)cc2)c(C)c1NC(=O)c1cc(-c2ccco2)on1	99	5
CCOc1ccc2c(c1)C(C)=CC(C)(C)N2C(=O)Nc1ccccc1	x	-3
O=C(NNC(=O)c1ccc(Cl)c(Cl)c1)c1cccc(Cl)c1	x	0
O=C(c1cc(-c2cccnc2)nc2ccc(Br)cc12)N1CCN(c2ncccn2)CC1	x	2
O=C(Oc1ccc2c(=O)c(Cl)coc2c1)c1ccncc1	x	-12
CCCCOC(=O)Nc1ccccc1C(N)=O	86	-5
O=C(c1cc2nc(-c3cccs3)cc(C(F)(F)F)n2n1)N1CCN(c2ccccc2)CC1	100	x
C=CCN1C(=O)C(Cc2ccc(F)cc2)S/C1=N\N=C\c1ccco1 (stereo unspecified)	x	-12
Cc1ccc(CSC2=NCCN2C(=O)C2CC2)cc1	95	7
Cc1nc2cc(C(=O)O)ccc2s1	71	3
Cc1cccc2c(=O)oc(-c3cccc([N+](=O)[O-])c3)nc12	x	7
C(=N\n1cnnc1)/c1ccc(-c2ccccc2)cc1	94	2

Four of these compounds, reformatted.
Molecule,BAP1 block,HePTP inhibitor
CCOc1ccc2c(c1)C(C)=CC(C)(C)N2C(=O)Nc1ccccc1,x,-3
O=C1CSC(=S)N1N1C(=O)c2ccccc2C1=O,x,-3
Nc1nnc(SCc2ccccc2F)n1-c1ccccc1,52,9
Cc1nn(Cc2ccc(Cl)cc2)c(C)c1NC(=O)c1cc(-c2ccco2)on1,99,5

Three of the compounds above, as labelled records.
CCCCOC(=O)Nc1ccccc1C(N)=O
  BAP1 block: 86; HePTP inhibitor: -5

O=C(c1cc2nc(-c3cccs3)cc(C(F)(F)F)n2n1)N1CCN(c2ccccc2)CC1
  BAP1 block: 100; HePTP inhibitor: x

C=CCN1C(=O)C(Cc2ccc(F)cc2)S/C1=N\N=C\c1ccco1 (stereo unspecified)
  BAP1 block: x; HePTP inhibitor: -12

Next part
SMILES	BAP1 block	HePTP inhibitor
Nc1nonc1C(=O)NCCNC(=O)c1ccccc1F	123	5
O=C(O)C1(P(=O)(c2ccccc2)c2ccccc2)CCC1	95	2&9
Cc1cc(Nc2ccccc2)nn1C(=O)c1ccc(Cl)cc1	x	-13
Cc1c(C(C)O)nnn1-c1nonc1N (stereo unspecified)	107	11
O=C(Nc1c(F)cc(F)cc1Br)c1cc(-c2ccc(O)cc2)on1	83	7
Nc1ccc2nc(SCc3ccc(C(=O)O)cc3)sc2c1	x	27
COc1cc(OC)c(OC)cc1CNC1CCCCCC1	151	12
Cc1ccccc1OCC(=O)NC1C2CC3CC(C2)CC1C3 (stereo unspecified)	x	8
Cc1[nH]nc2c1C(C(C)c1ccccc1)C(C#N)=C(N)O2 (stereo unspecified)	x	-15
Cc1cccc(C)c1NC(=O)C12CC3CC(CC(C3)C1)C2	x	-3
CC(C)(C)C1=Nn2c(nnc2C2CCCCC2)SC1	167	4
COc1ccc(C2CC(=O)C3=C(C2)Nc2ccccc2NC3c2ccccc2Cl)cc1OC (stereo unspecified)	x	3
CCCCNCCOc1cc(C)c(Cl)c(C)c1	x	5
Cc1ccc(N2C(=O)CC(NCc3ccccc3F)C2=O)cc1 (stereo unspecified)	140	x
COC(=O)C1=C(C)N=c2s/c(=C\c3ccccc3Cl)c(=O)n2C1c1cccs1 (stereo unspecified)	x	-5
O=C(c1sc2ccccc2c1Cl)N(Cc1ccco1)C1CCS(=O)(=O)C1 (stereo unspecified)	86	2
O=C(c1cccc2c(Br)cccc12)N1CCN(c2ccc([N+](=O)[O-])cc2)CC1	x	3
COc1ccc(C(=O)N=c2sc3cc(F)ccc3n2C)cc1OC	290	x
N#CC(C(=O)NCCc1ccccc1)c1nc2ccccc2nc1N1CCOCC1 (stereo unspecified)	60	-7
Cc1csc(NC(=O)c2cc(-c3cccc(Br)c3)nc3ccccc23)n1	x	3
Cc1ccc2oc(=O)c3cnn(CC(=O)N4CCc5ccccc5C4)c3c2c1	86	-6
COc1ccc(NC(=O)CCN2C(=O)C3CC=C(Cl)CC3C2=O)cc1 (stereo unspecified)	x	4
Cc1c(C(=O)NCCc2ccccc2)oc2ccc(S(=O)(=O)N3CCOCC3)cc12	x	5
COc1ccccc1OCc1ccc(C(=O)N2CCN(C(=O)c3ccco3)CC2)cc1	126	1
NC(=O)CCN(Cc1ccccc1)S(=O)(=O)c1ccccc1	97	3
O=[N+]([O-])c1ccccc1N[C@H]1O[C@H](CO)[C@@H](O)[C@@H]1O	x	-13
Cc1cc(C)n(-c2nnc(C)n2/N=C/c2ccco2)n1	109	10
COc1ccc(C2C(C(=O)Nc3cc(C)on3)c3ccccc3C(=O)N2C)cc1OC (stereo unspecified)	x	5
COc1ccc(OC)c(C2C(C#N)=C(N)Oc3cc(N)ccc32)c1 (stereo unspecified)	96	8
CC(C)(C)c1ccc(/C=N/N=C2\NC(=O)C(CC(=O)O)S2)cc1 (stereo unspecified)	x	4
CC(=O)c1ccc(N2C(=O)C3CCC(C)(C2=O)C3(C)C)cc1 (stereo unspecified)	x	-4
O=C1NN(c2cccc(Cl)c2)C(=O)/C1=C/c1ccc2c(c1)OCO2	x	2
Cc1nnc(N(Cc2ccccc2)C(=O)c2cnccn2)s1	100	-3
CCOC(=O)c1ccc(NC(=O)CN(c2ccc(OCC)cc2)S(=O)(=O)c2ccc(Br)cc2)cc1	x	2
Cc1ccc(/C=C2\SC(=S)N(CCC(=O)Nc3cccc(C)c3)C2=O)cc1	x	-10
CCOC(=O)c1cnc(-n2cc(C)cn2)nc1Nc1ccccc1OC	98	-5
COc1ccccc1N1CCN(/N=C/c2ccc(C(=O)O)cc2)CC1	x	8
Cc1nc(N2CCN(c3ccccc3)CC2)[nH]c(=O)c1Cc1ccccc1	82	-5
O=C1OC(c2cccs2)=N/C1=C\c1cccc(Cl)c1Cl	x	0
Cn1cccc1Cc1nnc(SCC(=O)NCCc2ccccc2)n1-c1ccc(F)cc1	93	6
CCOC(=O)C1CCCN(C(=O)Cn2nc(Cc3cccnc3)c3ccccc3c2=O)C1 (stereo unspecified)	100	4
c1coc(-c2nc3nc4ccccc4nc3n2CC2CCCO2)c1 (stereo unspecified)	x	9
CCOC(=O)c1cnc(SCC(=O)Nc2cc(OC)cc(OC)c2)nc1N	107	8
Cc1ccc(-c2cc(C(=O)N/N=C/c3cccs3)[nH]n2)cc1	x	5
O=C(Nc1ccc(I)cc1Cl)c1ccco1	x	-3
CC1CCCC(NC(=O)CC2Nc3ccccc3NC2=O)C1C (stereo unspecified)	100	4
O=Cc1[nH]c2ccccc2c1Nc1ccc([N+](=O)[O-])cc1	x	8
CCC(=O)N1CCc2cc(OC)c(OC)cc2C1COc1ccc(C(=O)OC)cc1 (stereo unspecified)	95	4
CCOC(=O)COc1ccc2c(c1)c(C(=O)OCC)c(C)n2C	x	1
O=C(Nc1ccc(OCc2ccccc2)cc1)c1ccccc1Br	x	-1
Cc1cc(C)cc(-n2nc3c(c2NC(=O)c2ccccc2[N+](=O)[O-])CSC3)c1	61	x
CC(CN1CCN(C)CC1)OC(=O)c1ccc(Cl)cc1 (stereo unspecified)	101	-5
O=C(O)CCCNC(=O)c1ccccc1NC(=O)c1ccccc1	x	-7
Cc1ccc(C(=O)CSC2=NC(N)=C(C#N)C3(CCCCC3)C2C(N)=O)cc1 (stereo unspecified)	90	3
COC(=O)c1ccc(N2C(=O)C=CC2=O)cc1	x	-7
O=C1CC(C(F)(F)C(F)(F)C(F)(F)C(F)(F)F)=Nc2ccccc2N1	x	8
COC(=O)c1ccc(C(=O)OC)c(NC(=O)/C=C/c2cccc([N+](=O)[O-])c2)c1	x	-10
O=C(COc1ccc2ccccc2c1)Nc1ccc(Cl)c(Cl)c1	x	5
Cc1nc2c3cnn(-c4ccc(C)c(C)c4)c3ncn2n1	95	-5
CCOC(=O)C(=CNc1cc(OC)cc(OC)c1)C(=O)OCC	x	1

The list goes on:
SMILES	BAP1 block	HePTP inhibitor
COc1ccc(CNC(=O)c2c(Cl)cccc2Cl)cc1	x	6
Cc1cccc(N2CCN(C(=O)COc3cc(=O)n(C)c4ccccc34)CC2C)c1 (stereo unspecified)	110	4
Cc1cc2oc(=O)c3c(c2cc1OCc1nn[nH]n1)CCCC3	51	-6
C=CCN1C(=O)CN=C1Nc1cc(C)ccc1C	101	6
CN1CCN(S(=O)(=O)c2cccc(C(=O)NC3CCCc4ccccc43)c2)CC1 (stereo unspecified)	84	-1
Cc1ccc(C(O)C#CC(O)(c2ccccc2)c2ccccc2)o1 (stereo unspecified)	x	6
Cc1ccc(N2C(=O)C(Cl)=C(N3CCN(C)CC3)C2=O)cc1	x	7
Cc1cccc(NC(=O)c2cc(-c3ccc(Cl)cc3)nc3ccccc23)n1	x	-8
Cc1cccc(C)c1NC(=O)Cc1ccc(Br)cc1	x	9
COc1ccc(NC(=O)CSc2nc3ccccc3s2)c(OC)c1	x	-6
C=C(c1cccc2ccccc12)P(=O)(O)O	96	2
CCCCCOC(=O)c1ccc(NC(=O)c2ccco2)cc1	97	0
CCC(=O)N1CCc2cc(S(=O)(=O)CCC(=O)N3CCc4ccccc4C3)ccc21	51	-7
CCOC(=O)c1ccc(NC(=O)N2CC(C)OC(C)C2)cc1 (stereo unspecified)	x	0
COc1ccc(S(=O)(=O)NC(CC(=O)NCc2ccc3c(c2)OCO3)c2ccco2)cc1 (stereo unspecified)	111	6
CCc1c(O)nc(SCC(=O)Nc2ccccc2OC)[nH]c1=O	90	7
COc1ccc(CC(=O)NC2CCCC2)cc1	x	8
CCN1CCc2c(sc(NC(=O)c3ccc(S(=O)(=O)N4CCOCC4)cc3)c2C(=O)OC)C1	89	4
COc1cccc(-c2nc(-c3ccc(NC(=O)Cc4ccccc4OC)cc3)no2)c1	x	5
Cn1c(=O)c2c(nc(CN3CCN(C(=O)c4ccco4)CC3)n2Cc2ccc(F)cc2)n(C)c1=O	96	x
Cc1cc(C)n(C(C)n2nc(C)cc2C)n1	95	9
COc1ccc(OC)c(N/C(C)=C/C(=O)c2ccc(C)o2)c1	61	10
COc1ccc(-c2nc(CS(=O)CC(=O)NCCCN3CC(C)CC(C)C3)c(C)o2)cc1OC (stereo unspecified)	115	4
Cc1ccc(N2CN=C(c3ccccc3)NC2=S)cc1	x	-10
CC1(C)Cc2c(sc3nc(SCc4ccc(Cl)cc4)n(Cc4ccccc4)c(=O)c23)CO1	x	1
CC(=O)Nc1cccc2c1[n+]([O-])c(C)c(C)[n+]2[O-]	84	-5
c1ccc2nc3c(nc2c1)c1ccccc1n3CCN1CCOCC1	89	-10
CCN=C1SC(CC(=O)Nc2ccccc2OCC)C(=O)N1CC (stereo unspecified)	92	6
O=C(NCCCn1ccnc1)C(=O)Nc1ccc(F)cc1	x	3
CCOC(=O)c1cc(C)n(-c2ccc(OC)c(OC)c2)c1C	69	4

Screens as filed in PubChem BioAssay.

Rows were taken by chance; overall some 0.79% were active at least once.
